CXXC DNA block = inhibitors of human MLL CXXC domain-DNA interaction. MLL-CXXC / FITC-HOXA9 DNA fluorescence polarization. Potency, µM (top dose mostly 115 µM), for inactives: at the highest dose activity change, negative = inhibition, actives largely listed as inhibitors. 0.037% of 290,000 active. AID 2662; active = well fitted inhibition curve with a large enough effect in the polarisation, with a control signal flat, not every such curve was filed as active; inconclusive = small, poorly fitted or top-dose-only effect, or effect the other way, or a change in a side signal; inactive = no such curve, though single readings can be large or run the other way; the % refers to the polarisation; also: potency is read from the fitted curve at half-maximal effect
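Steps: dispense CXXC domain solution (7 uM) → pin compounds or unlabeled HOX-A9 DNA control → 5 min ambient → add FLSN-HOX-A9 solution (50 nM) → spin → 30 min ambient → fluorescence polarization. Tris pH 7.5/NaCl/DTT/BSA buffer.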
Menin-MLL TR inh = displaces Texas Red mutant MLL peptide from human menin; O00255; Menin + Texas Red MLL mutant peptide, fluorescence polarization; Potency, µM (top dose mostly 61.6 µM), without a hit: at the highest dose FP activity change, negative = inhibition, actives largely listed as inhibitors; 0.23% of 270,000 active; AID 1768; active = well fitted inhibition curve with a large enough effect in the polarisation, with a control signal flat, not every such curve was filed as active; inconclusive = small, poorly fitted or top-dose-only effect, or effect the other way, or a change in a side signal; inactive = no such curve, though single readings can be large or run the other way; the % refers to the polarisation; also: potency is read from the fitted curve at half-maximal effect; % of control where 0% means no effect; many of its hits are not listed in these tables
Target sequence (O00255 whole entry, looked up): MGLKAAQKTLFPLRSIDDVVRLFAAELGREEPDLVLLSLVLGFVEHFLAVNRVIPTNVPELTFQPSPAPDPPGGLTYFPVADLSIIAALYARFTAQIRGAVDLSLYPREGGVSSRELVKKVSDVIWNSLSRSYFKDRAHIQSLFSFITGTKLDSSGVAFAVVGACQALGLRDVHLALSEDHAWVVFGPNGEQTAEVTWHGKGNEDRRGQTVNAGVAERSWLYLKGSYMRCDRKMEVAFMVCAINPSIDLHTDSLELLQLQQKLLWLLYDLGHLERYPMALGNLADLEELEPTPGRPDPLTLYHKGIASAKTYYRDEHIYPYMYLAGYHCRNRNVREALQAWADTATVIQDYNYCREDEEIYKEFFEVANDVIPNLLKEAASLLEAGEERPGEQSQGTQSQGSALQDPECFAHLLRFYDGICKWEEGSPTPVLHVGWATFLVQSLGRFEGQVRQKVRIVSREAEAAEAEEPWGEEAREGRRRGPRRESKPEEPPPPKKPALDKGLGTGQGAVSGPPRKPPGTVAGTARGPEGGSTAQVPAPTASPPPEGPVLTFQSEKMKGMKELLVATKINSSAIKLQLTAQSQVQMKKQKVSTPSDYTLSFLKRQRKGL
a7 integrin act = activates integrin-mediated alleviation for muscular dystrophy; alpha7betagal myoblasts, beta-gal FDG fluorescence, 48 h; Potency, µM (series often up to 38.3 µM), for the others: top-dose activation, actives largely listed as activators; 0.064% of 350,000 active;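 also: potency is read from the fitted curve at half-maximal effect; 100% = response of the positive control SU9516; nearly all actives have a fitted effect of over 60% in size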
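alpha7betagal+/- myoblasts (passage 13, 250/well) treated 48 h at 37C with compounds at 1:260 dilution of DMSO stock. Lysed, then beta-galactosidase activity read as FDG fluorescence (ex 480/em 540) after 30 min, with pre-read for autofluorescence.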
TSHR antagonist = antagonists of human thyroid stimulating hormone receptor; TSHR-expressing cells, TSH-stimulated cAMP HTRF, 2 h; active compounds read low; activity change, negative = inhibition, % at 11.5 µM; 0.2% of 330,000 active; AID 504810;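 active = activity change below a set negative limit, meaning inhibition stronger than a set level, cut at about -70% in these data; inconclusive = activity change between two set negative limits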; also: % is scaled to controls: 0 for no effect and ±100 for the full control effect
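Antagonism was scored as loss of TSH-driven cAMP in TSHR cells, stimulated with 4nM TSH (EC80) for 2 hours at 37 deg C and detected by homogeneous HTRF competition immunoassay.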
MBNL1-CUG inh = MBNL1-poly(CUG) RNA binding inhibition; Potency, µM (highest dose often 57.5 µM), for inactives: at the top dose activity change, negative = inhibition, hits mostly inhibitors; AID 2675; TR-FRET MBNL1-His/biotin-(CUG)12 binding, 665/545 ratio; 0.036% of 280,000 active; active = well fitted inhibition curve with a large enough effect in the signal ratio, with a control signal flat, not every such curve was filed as active; inconclusive = small, poorly fitted or top-dose-only effect, or effect the other way, or a change in a side signal; inactive = no such curve, though single readings can be large or run the other way; the % refers to the signal ratio; also: potency is read from the fitted curve at half-maximal effect; % is scaled to controls: 0 for no effect and ±100 for the full control effect
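TR-FRET between His-tagged MBNL1 and biotin-(CUG)12 RNA, detected with Tb anti-His antibody (0.055 ng/ul) and streptavidin-XL665 (5 nM), 60 min at room temperature. Compounds titrated 92 nM to 58 uM; 665/545 nm ratio normalized to buffer and complex controls.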
ASM inhibitor = inhibitors of human secretory acid sphingomyelinase; 0.006% of 340,000 active; P17405; placental ASM, HMU-PC fluorogenic substrate, 60 min; Potency, µM (highest dose often 57.5 µM), inactives show top-dose activity change, negative = inhibition, hits mostly inhibitors; also: potency is read from the fitted curve at half-maximal effect
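Fluorogenic HMU-PC substrate (9 uM final) is turned over by placental ASM in 60 min at 37 C after a 10 min compound preincubation. Reaction ended by alkaline stop (pH 10), with fluorescence read at 386/447 nm.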
TSG101-PTAP inh = blocks PTAP/TSG101 interaction to inhibit HIV-1 budding | Potency, µM (top dose mostly 115 µM), for inactives: at the highest dose activity change, negative = inhibition, most hits filed as inhibitors | 340,000 tested, under 10 active | Fluorescence polarization, FITC-PTAP peptide / Tsg101 binding | AID 493005; active = well fitted inhibition curve with a large enough effect in the main read-out, with a control signal flat, not every such curve was filed as active; inconclusive = small, poorly fitted or top-dose-only effect, or effect the other way, or a change in a side signal; inactive = no such curve, though single readings can be large or run the other way; also: potency is read from the fitted curve at half-maximal effect; % of control where 0% means no effect
Target sequence (Q99816 whole entry, looked up): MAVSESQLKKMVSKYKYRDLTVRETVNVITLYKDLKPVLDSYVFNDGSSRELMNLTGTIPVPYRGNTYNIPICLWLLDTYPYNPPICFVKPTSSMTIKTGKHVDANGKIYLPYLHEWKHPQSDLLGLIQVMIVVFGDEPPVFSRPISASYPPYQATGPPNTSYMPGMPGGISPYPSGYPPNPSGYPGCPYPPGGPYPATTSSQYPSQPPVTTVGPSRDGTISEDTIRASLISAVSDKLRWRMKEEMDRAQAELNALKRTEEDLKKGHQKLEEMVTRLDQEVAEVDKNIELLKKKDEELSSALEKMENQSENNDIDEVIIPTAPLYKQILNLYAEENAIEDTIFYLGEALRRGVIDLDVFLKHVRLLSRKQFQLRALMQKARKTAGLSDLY
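Fluorescence anisotropy tracks displacement of a FITC-tagged PTAP peptide (50 nM) from the Tsg101 binding domain (10 uM), following a 20 min room-temperature incubation at pH 7.5.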
TCR activator = activators of T cell receptors. primary human leukocytes, anti-CD3, IL-2 HTRF, 48 h. Potency, µM (doses to about 9.22 µM), for the others: at the highest dose activation of IL-2 secretion, most hits filed as activators. 330,000 tested, under 10 active. AID 504894; also: % of control where 0% means no effect
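Primary human leukocytes incubated 48 hr with anti-CD3 beads plus compound, without co-stimulation. Secreted IL-2 measured by HTRF (europium cryptate/d2 anti-IL-2 pair, 320 nm excitation, 665 nm emission).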
Mito fusion act = inhibitors of mitochondrial division or activators of mitochondrial fusion; Potency, µM (top dose mostly 46.1 µM), for the others: at the highest dose growth rescue (activation), actives largely listed as activators; S. cerevisiae fusion-defective mutant growth rescue, CellTiterGlo 48 h; 0.23% of 320,000 active;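 also: potency is read from the fitted curve at half-maximal effect; % of control where 0% means no effect; nearly all actives have a fitted effect of over 45% in size; temperature-sensitive fusion mutants such as fzo1-1 at 37 °C on non-fermentable ethanol glycerol medium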
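Growth-rescue viability read-out: after 48 h at the non-permissive 37C in glycerol/ethanol YPEG, yeast mitochondrial fusion mutants are measured by CellTiterGlo luminescence; compounds (23 nl pinned per well) restoring growth score as division inhibitors or fusion activators.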
AT treatment = candidate therapy for ataxia-telangiectasia; […] A-T fibroblasts, KAP-1 phosphorylation AlphaLISA; neocarzinostatin DNA damage 30 min before lysis; Potency, µM (doses to about 57.5 µM), inactives show top-dose activation, hits mostly activators; 0.19% of 320,000 active; AID 485349; also: potency is read from the fitted curve at half-maximal effect; % of control where 0% means no effect; nearly all actives have a fitted effect of over 45% in size
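ATM-like activity read as KAP-1 phosphorylation via AlphaLISA donor/acceptor antibody pairs after lysis and 6 hr at 25C. Cells were ATM-null patient fibroblasts ([…], hTERT), dosed 60 min, then exposed to the DSB inducer NCS for 30 min.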
* hit, by the source's call; i = inactive; ? = inconclusive; / = not tested or not shown; [ ] = remark or other dose. Unless noted, calls follow the shape of the dose curve; as a rule, active = well fitted curve in the direction sought with a large enough effect; inconclusive = small, poorly fitted or top-dose-only effect, or another doubt; inactive = no such curve, though single readings can be large; an effect the other way counts as inactive or inconclusive. This is a subset; rates above refer to the full screens.

SMILES | CXXC DNA block | Menin-MLL TR inh | a7 integrin act | TSHR antagonist | MBNL1-CUG inh | ASM inhibitor | TSG101-PTAP inh | TCR activator | Mito fusion act | AT treatment
O=C(COc1ccccc1)NC1CCN(Cc2ccccc2)CC1 | 5.6% | 5.2% | 15.5% | -5.3 | -3.0% | 7.0% | -6.0% | -1.5% | 14.4% | 5.4%
CCCc1[nH]nc2c1C(c1ccc(OC)c(CSC3=NCCS3)c1)C(C#N)=C(N)O2 (stereo not drawn) | -4.7% | 18.1% | -17.1% | 1.0 | -1.5% | -11.5% | 2.4% | 3.6% | -1.5% | 10.0%
O=C1CC(c2cccc(F)c2)C2=C(CCCC2=O)N1 (stereo not drawn) | 2.5% | 8.6% | -26.4% | 0.5 | -5.3% | 38.3%[activator] | -7.7% | 5.7% | 0.3% | 7.3%
CCCc1cc(=O)oc2c(C)c(OS(C)(=O)=O)ccc12 | / | / | -6.2% | / | / | 74.4%[activator] | -4.2% | -0.8% | / | /
O=S(=O)(c1ccc(F)cc1)N1CCCN(c2nccc(C(F)(F)F)n2)CC1 | 31.2%[activator] | / | ? | 7.7 | -4.7% | 4.8% | -4.4% | -3.3% | -5.6% | 0.0%
O=C(O)c1ccc(Cl)c(S(=O)(=O)N2CCCCCC2)c1 | -2.6% | 1.1% | 7.7% | 8.3 | -6.1% | 2.7% | -5.0% | / | -2.2% | 6.6%
O=S(=O)(NCc1ccc2c(c1)OCO2)c1cccc(F)c1 | -29.6% | -23.5% | 28.1% | 18.3 | -3.7% | 1.7% | 0.2% | / | 2.2% | 0.0%
Nc1ccccc1NC1=CC(=O)CC(c2ccccc2)C1 (stereo not drawn) | -0.9% | -29.5% | / | -5.5 | 3.0% | / | / | / | 7.0% | 5.3%
CN(C)/C=C1\NC(=S)N(c2ccccc2)C1=O | 0.5% | 9.3% | 12.0% | -10.4 | ? | -0.2% | -3.8% | -0.7% | 4.3% | 2.1%
COc1cc2cc(CN(Cc3cccs3)C(=S)Nc3ccccc3)c(=O)[nH]c2cc1OC | 1.1% | ? | 5.7% | 4.3 | -1.4% | -21.8% | -4.1% | 1.4%[46.1 µM] | 5.9% | 8.0%
CN(Cc1ccccc1)C(=O)c1cc(=O)[nH]c2ccccc12 | -6.4% | -7.8% | 11.1% | -5.0 | 4.4% | -0.1% | -3.8% | / | 0.9% | 6.3%
Cc1sc2ncnc(N3CCC(C(=O)N(C)CC(=O)Nc4ccccc4Cl)CC3)c2c1C | -7.3% | -7.0% | 28.7% | -24.1 | -6.3% | -2.0% | / | -1.1% | 1.5% | -5.3%

3 entries from above, as labelled records.
SMILES: O=S(=O)(NCc1ccc2c(c1)OCO2)c1cccc(F)c1
  CXXC DNA block = -29.6%; Menin-MLL TR inh = -23.5%; a7 integrin act = 28.1%; TSHR antagonist = 18.3; MBNL1-CUG inh = -3.7%; ASM inhibitor = 1.7%; TSG101-PTAP inh = 0.2%; TCR activator = /; Mito fusion act = 2.2%; AT treatment = 0.0%
SMILES: Nc1ccccc1NC1=CC(=O)CC(c2ccccc2)C1 (stereo not drawn)
  CXXC DNA block = -0.9%; Menin-MLL TR inh = -29.5%; a7 integrin act = /; TSHR antagonist = -5.5; MBNL1-CUG inh = 3.0%; ASM inhibitor = /; TSG101-PTAP inh = /; TCR activator = /; Mito fusion act = 7.0%; AT treatment = 5.3%
SMILES: CN(C)/C=C1\NC(=S)N(c2ccccc2)C1=O
  CXXC DNA block = 0.5%; Menin-MLL TR inh = 9.3%; a7 integrin act = 12.0%; TSHR antagonist = -10.4; MBNL1-CUG inh = ?; ASM inhibitor = -0.2%; TSG101-PTAP inh = -3.8%; TCR activator = -0.7%; Mito fusion act = 4.3%; AT treatment = 2.1%

(listing goes on)
SMILES | CXXC DNA block | Menin-MLL TR inh | a7 integrin act | TSHR antagonist | MBNL1-CUG inh | ASM inhibitor | TSG101-PTAP inh | TCR activator | Mito fusion act | AT treatment
CC(=O)N1CCc2cc(S(=O)(=O)CCC(=O)N3CCN(c4cc(C)ccc4C)CC3)ccc21 | ? | -9.4% | 40.1% | -4.0 | -0.4% | -3.5% | -8.9% | -5.3% | 12.5% | 2.8%
CC(CC(=O)O)CC(=O)Nc1cc(C(F)(F)F)cc(C(F)(F)F)c1 (stereo not drawn) | -1.5% | / | 2.2% | -5.5 | ? | 2.8% | -1.5% | -5.8% | 6.9% | 7.4%
COc1ccc(S(=O)(=O)NCC(c2ccc(C)cc2)N2CCN(C)CC2)cc1 (stereo not drawn) | / | / | 15.1% | 3.7 | / | -0.8% | -1.5% | -3.7% | -13.7% | -2.2%
CCOC(=O)c1cc2c(ccn2C)n1CC(=O)N1CCC(Cc2ccccc2)CC1 | -3.0% | -13.1% | -46.6%[inhibitor] | 4.8 | -16.3% | 3.7% | -8.1% | 1.0% | 19.0% | -2.9%
O=C(CSc1nnc(-c2cccc(S(=O)(=O)N3CCCCC3)c2)o1)c1ccc[nH]1 | 4.3% | ? | -23.9% | -14.2 | 5.5% | -2.5% | -4.7% | -6.2% | -0.6% | 9.3%
Cc1cnc(C(=O)OCC(=O)Nc2ccc3c(c2)OCCO3)cn1 | / | / | 0.0% | -4.9 | / | -1.1% | -2.5% | 1.6% | -5.1% | 3.4%
O=C(CSc1nnc(-c2cccnc2)n1Cc1ccco1)Nc1nc(-c2ccc(F)cc2)cs1 | 1.6% | 3.7% | -19.7% | -15.4 | -2.8% | -8.3% | -5.6% | -1.9% | 0.8% | -3.7%
Cc1ccc(-n2[nH]c3c4c(ccc3c2=O)C(=O)c2ccccc2C4=O)cc1 | -18.7% | -8.3% | 29.4% | 2.9 | / | 3.7% | -3.7% | 2.5%[46.1 µM] | -4.5% | -0.7%
CCOc1nnc(C)c2c(C)n(-c3cccc(Cl)c3)nc12 | ? | -26.8% | -10.1% | 21.6 | -3.9% | -4.2% | 9.4% | -1.1% | 9.8% | 9.4%
N#CC1C(=O)NC(=O)CC12CCCCC2 (stereo not drawn) | / | / | -28.0% | / | / | 1.5% | -0.4% | 3.1% | / | /
CCN(C(=O)C1CCCCC1)c1nnc(-c2cccnc2)s1 | 2.1% | -9.7% | 1.8% | -7.6 | -7.3% | 6.1% | -0.7% | -1.9% | 10.4% | 4.2%
O=S(=O)(CCc1ccncc1)c1ccc(Cl)cc1 | -0.5% | / | 8.7% | -2.3 | -8.6% | -3.3% | -1.1% | 4.7% | -2.4% | 0.5%
COc1ccc(S(=O)(=O)N2CCN(CC3CC=CCC3)CC2)cc1 (stereo not drawn) | 1.8% | -0.3% | -15.3% | 3.2 | -4.1% | 3.1% | -9.8% | 0.2% | -9.7% | 2.5%
CCC(C(=O)NC1CCCCCC1)n1nc(C)n2c(cc3occc32)c1=O (stereo not drawn) | 15.2% | -11.6% | -27.9% | -1.9 | -2.6% | 1.3% | -0.8% | -0.6% | 11.1% | 5.7%
Cc1cc(N2CCN(c3ccccc3Cl)CC2)n2cc(-c3ccccc3)nc2n1 | 16.1% | 11.5% | -63.1%[inhibitor] | -1.8 | 8.7% | -9.5% | -0.1% | -2.3% | ? | 9.2%
Cc1ccc(NC(=O)CN(C)C(=O)c2cccc(S(=O)(=O)N3CCc4ccccc43)c2)cc1 | / | / | -11.7% | 18.8 | / | -6.5% | -6.1% | / | 5.2% | 2.1%
Cc1ccc(S(=O)(=O)Nc2ccc(-c3nc4ccc(C)cc4s3)cc2)cc1 | 7.7% | -28.8% | -8.4% | -17.8 | 166.2%[activator] | i | 1.7% | 2.9%[46.1 µM] | 0.2% | 18.6%
CCn1c(CN2CCOCC2)nnc1SCC(=O)Nc1ccccc1Cl | 25.0% | 6.5% | 3.3% | 1.7 | -3.0% | -1.8% | -9.3% | 2.7% | -0.1% | -5.5%
Cc1ccc(N(C)S(=O)(=O)c2cccc(C(=O)NCCCN3CCCC3=O)c2)cc1 | / | / | 20.8% | 11.3 | / | 1.1% | -2.5% | 10.9% | 1.9% | 28.8%
C#CCOCCOCCOCCNc1nc(N2CCN(C(=O)C([C@@H](C)O)n3cc([C@@H](N)CCCCN)nn3)CC2)nc(N2CCN(C(=O)[C@H](CC(N)=O)n3cc([C@@H](N)C(C)C)nn3)CC2)n1 (stereo partly drawn) | / | / | 36.8% | -2.9 | / | 5.0% | -2.3% | 0.3% | / | 10.4%
